Screening data deposited in PubChem by several laboratories.
Mot1-301 SUMO: yeast Mot1-301 growth rescue at high temperature, primary screen, SUMOylation pathway inhibitor project, S. cerevisiae, ATP luminescence, 38.5C; S. cerevisiae Mot1-301 growth rescue; percent above DMSO median, 100 means doubled; growth rescue, % at 18.8 µM; 1% of 320,000 active; AID 2716, 2010;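 active = every valid replicate shows activation above 250% relative to neutral control wells; inactive = the rest, any valid replicate at or below 250%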;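 note: OY570 slx delta 5 strain wells were the positive control but not used for scaling; some compounds called inactive have numbers as strong as hits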
PfHsp90 yeast 2: growth inhibition of PfHsp90-expressing yeast, primary screen, antimalarial PfHsp90 inhibitor project, S. cerevisiae, BacTiter-Glo luminescence, single point, set 2; BacTiter-Glo ATP, 48 h; yeast lacking PDR1 and PDR3 efflux regulators; inhibition, % at 9.4 µM; 0.32% of 310,000 active;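 active = every replicate shows inhibition above about 80%, whatever the replicate mean, limit read from the data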;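 note: 0% = DMSO neutral controls and 100% = 20 µM radicicol positive controls; yeast relying on Plasmodium falciparum Hsp90 in place of its own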
MOR-DOR inv ag: inverse agonists of MOR-DOR heterodimerization, primary screen, cell-based, luminescence. Mu-type opioid receptor (Homo sapiens) + Delta-type opioid receptor (Homo sapiens), …. cell-based MOR-DOR heterodimer luminescence, inverse agonism. inhibition, % at 9.3 µM. 0.21% of 340,000 active. AID 504357, 2011; in the data active = inhibition above about 22%, passing the limit was not always enough;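 note: 0% = cells with DMSO and 100% = wells without cells with DMSO; values of inactives mirror those of a sister screen read the other way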
Target sequence (P35372 whole entry, looked up): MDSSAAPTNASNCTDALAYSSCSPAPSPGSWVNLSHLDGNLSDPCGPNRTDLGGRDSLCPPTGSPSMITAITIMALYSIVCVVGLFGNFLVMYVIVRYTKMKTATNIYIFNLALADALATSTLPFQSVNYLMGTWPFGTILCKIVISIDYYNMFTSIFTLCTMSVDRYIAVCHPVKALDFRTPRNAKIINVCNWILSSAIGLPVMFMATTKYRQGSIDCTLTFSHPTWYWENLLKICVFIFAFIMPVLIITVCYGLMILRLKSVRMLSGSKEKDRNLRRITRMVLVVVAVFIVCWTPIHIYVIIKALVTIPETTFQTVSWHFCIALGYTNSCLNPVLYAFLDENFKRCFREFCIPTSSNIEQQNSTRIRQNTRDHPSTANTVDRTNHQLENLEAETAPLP
Target sequence (P41143 whole entry, looked up): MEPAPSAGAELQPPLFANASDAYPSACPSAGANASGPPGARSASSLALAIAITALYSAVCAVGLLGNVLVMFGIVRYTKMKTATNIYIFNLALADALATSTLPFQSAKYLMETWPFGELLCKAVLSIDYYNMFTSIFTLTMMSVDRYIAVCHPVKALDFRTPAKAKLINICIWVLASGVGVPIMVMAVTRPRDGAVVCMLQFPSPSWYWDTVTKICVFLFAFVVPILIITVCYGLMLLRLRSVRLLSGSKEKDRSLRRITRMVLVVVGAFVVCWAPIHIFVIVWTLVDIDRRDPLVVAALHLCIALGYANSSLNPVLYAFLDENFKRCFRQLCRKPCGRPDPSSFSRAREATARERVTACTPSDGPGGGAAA
HTR5A inv ag: HTR5A inverse agonists in luminescence cell assay, primary screen, counter-screen for OPRM1-OPRD1 heterodimer inverse agonist project, full-deck HTS | 0.083% of 340,000 active | AID 504634, 2011 | HTR5A cell line, inverse agonism | 5-hydroxytryptamine receptor 5A (Homo sapiens), P47898 | inhibition, % at 9.3 µM; in the data active = inhibition mostly above about 23%, no sharp cut-off; inactive = mostly below about 18%;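 note: 0% = cells with DMSO and 100% = no-cell wells with DMSO; some compounds called inactive have numbers as strong as hits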
HTR5A ag: HTR5A agonists in luminescence cell assay, primary screen, counter-screen for OPRM1-OPRD1 heterodimer agonist project, full-deck HTS; 5-hydroxytryptamine receptor 5A (Homo sapiens), P47898; cell-based; activation, % at 9.3 µM; 0.61% of 340,000 active; in the data active = activation mostly above about 9.5%, no sharp cut-off; inactive = mostly below about 7.6%;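 note: 0% = cells with vehicle only and 100% = reference agonist; strong numbers were not always called active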
AddAB inh: growth inhibition of E. coli expressing H. pylori AddAB, primary screen, AddAB inhibitor project, absorbance | inhibition, % at 11.9 µM | 0.29% of 330,000 active | AID 435030, 2010; in the data active = inhibition above about 12%;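 note: 0% = vehicle wells of infected cells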
phage Ecoli inh: growth loss of phage-infected E. coli, primary screen, RecBCD inhibitor project, absorbance, with phage, HTS | inhibition, % at 11.9 µM | 0.26% of 360,000 active | AID 651602, 2012; in the data active = inhibition above about 11%
OPRM1-OPRD1 ag: agonists of OPRM1-OPRD1 heterodimerization, primary screen, cell-based, luminescence; Mu-type opioid receptor (Homo sapiens) + Delta-type opioid receptor (Homo sapiens), …; cells; activation, % at 9.3 µM; 0.3% of 340,000 active; AID 504326, 2011; in the data active = activation above about 18%;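 note: 0% = vehicle-treated cells and 100% = reference agonist; values of inactives mirror those of a sister screen read the other way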
Ecoli viability: E. coli V3065 growth inhibition, primary screen, counter-screen for AddAB inhibitor project, absorbance, OD600 | 18 h | inhibition, % at 11.9 µM | 0.27% of 330,000 active | AID 449728, 2010;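 active = inhibition above the campaign's mean inhibition across all tested compounds plus 3 SD, cut at about 9.9% in these data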;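 note: uninfected addAB+ strain grown without phage in ampicillin broth; 0% = DMSO wells and 100% = ciprofloxacin 0.95 µg/ml wells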
PKA-R1A activ: activators of PKA-R1A holoenzyme, primary screen, biochemical, fluorescence polarization, Cy5-IP20, bovine R1A, mouse PKAc | activation, % at 11.4 µM | AID 504707, 2011 | cAMP-dependent protein kinase type I-alpha regulatory subunit (Bos taurus) + … | 0.083% of 340,000 active | PKA-R1A dissociation; scaled: DMSO 0%, 113 µM cGMP 100%;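 active = percent activation above the mean of all tested compounds plus 3 SD, cut at about 19% in these data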;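 note: higher means more PKAc released from R1A so a rise in polarization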
DSG3 Ab inh: inhibitors of pemphigus antibody binding to DSG3, primary screen, biochemical, bead-based, flow cytometry, scFv-GFP; binding (percent of control), % at 10 µM; DSG3-coupled beads, scFv-anti-DSG3-GFP binding; hits give low values; AID 588358, 2011; 0.48% of 310,000 active; Desmoglein-3 (Homo sapiens), P32926;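 active = binding more than 3 SD below its plate's average and above zero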;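 note: hits lower antibody fragment binding to DSG3; some compounds called inactive have numbers as strong as hits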
An asterisk follows results filed as active; i = inactive; nt = no result given.

mol	Mot1-301 SUMO	HTR5A ag	PKA-R1A activ	Ecoli viability	PfHsp90 yeast 2	MOR-DOR inv ag	DSG3 Ab inh	AddAB inh	OPRM1-OPRD1 ag	HTR5A inv ag	phage Ecoli inh
CC(=O)Nc1cc(C(=O)N2CCc3ccccc3C2)ccc1Sc1ccc(Cl)cc1	32.0	-2.1	1.6	0.7	3.8	-2.1	97.1	2.1	0.4	7.2	2.0
CC(Oc1ccc(-c2ccccc2)c(F)c1)c1ccn(S(=O)(=O)c2ccc(F)cc2)n1 (centres undefined)	-6.8	2.2	3.3	-0.2	nt	-15.7	nt	1.0	2.7	-5.8	1.2
CC1CCCC(NC(=O)CCNC(=O)c2ccc([N+](=O)[O-])cc2)C1C (centres undefined)	-16.2	0.9	7.4	-1.2	31.0	2.7	107.4	-1.8	-0.5	-3.4	0.4
CCn1cc(C(=O)O)c(=O)c2cc(F)c(N3CCN(C(=S)NC(=O)c4ccccc4Br)CC3)cc21	3.3	3.5	8.7	98.7*	-34.1	-7.1	108.1	97.1*	0.9	-10.4	94.0*
CCNc1nc(NC(C)(C)C)nc(N(C#N)CC)n1	-4.7	-0.2	7.8	-0.8	-5.7	8.3	101.8	3.9	-1.7	-0.1	2.6
C=CCSc1nc2ccsc2c(=O)n1-c1ccccc1	612.6	-5.0	2.2	-1.7	-72.8	-37.5	102.8	0.6	6.6	13.1	4.4
O=S(=O)(c1ccc2oc3ccccc3c2c1)N1CCCC1	-16.2	2.4	3.6	-0.5	15.8	-15.9	nt	3.9	3.8	5.5	3.3
COc1ccc(CC(CC(=O)O)C(=O)Nc2ccccc2)cc1 (centres undefined)	i	1.4	-1.5	1.4	nt	11.0	nt	1.2	-2.0	14.0	1.3
CCCCc1nc(SCCOC)c2c(=O)n(C)c(=O)n(C)c2n1	3.3	2.2	-1.2	0.7	-65.5	-14.3	108.0	4.5	3.0	6.4	1.6
CCn1c(CNC(=O)c2ccc(OC)c(OC)c2)nnc1SCC(=O)Nc1ccccc1	-4.3	-1.0	4.5	-0.5	-0.6	9.0	110.4	-0.3	-1.7	-2.8	2.2
COc1ccc(N2CCN(CC(O)COc3ccc(C)c(C)c3)CC2)cc1 (centres undefined)	10.6	-2.0	-9.9	-0.3	2.8	-15.2	99.6	-0.2	3.4	7.7	1.7
O=C(O)c1sc2cc(C(F)(F)F)cnc2c1-c1ccccc1	12.9	2.5	-0.9	-0.1	4.1	15.4	99.5	2.8	-3.0	3.1	4.0
Cc1cc(N2CCOCC2)n2cc(-c3ccccc3)nc2n1	5.4	-1.7	8.4	-1.8	nt	12.3	128.5	-0.7	-2.4	5.2	0.5
CCN(CC)CCCNC(=O)c1ccc(N2CCCCC2)c(NS(=O)(=O)c2ccc(C)cc2)c1	15.1	-3.7	-5.6	1.4	8.2	12.0	102.9	3.3	-2.3	-11.9	3.9

In the list so far, these have four or more nitrogen atoms:
mol	Mot1-301 SUMO	HTR5A ag	PKA-R1A activ	Ecoli viability	PfHsp90 yeast 2	MOR-DOR inv ag	DSG3 Ab inh	AddAB inh	OPRM1-OPRD1 ag	HTR5A inv ag	phage Ecoli inh
CCn1cc(C(=O)O)c(=O)c2cc(F)c(N3CCN(C(=S)NC(=O)c4ccccc4Br)CC3)cc21	3.3	3.5	8.7	98.7*	-34.1	-7.1	108.1	97.1*	0.9	-10.4	94.0*
CCNc1nc(NC(C)(C)C)nc(N(C#N)CC)n1	-4.7	-0.2	7.8	-0.8	-5.7	8.3	101.8	3.9	-1.7	-0.1	2.6
CCCCc1nc(SCCOC)c2c(=O)n(C)c(=O)n(C)c2n1	3.3	2.2	-1.2	0.7	-65.5	-14.3	108.0	4.5	3.0	6.4	1.6
CCn1c(CNC(=O)c2ccc(OC)c(OC)c2)nnc1SCC(=O)Nc1ccccc1	-4.3	-1.0	4.5	-0.5	-0.6	9.0	110.4	-0.3	-1.7	-2.8	2.2
Cc1cc(N2CCOCC2)n2cc(-c3ccccc3)nc2n1	5.4	-1.7	8.4	-1.8	nt	12.3	128.5	-0.7	-2.4	5.2	0.5
CCN(CC)CCCNC(=O)c1ccc(N2CCCCC2)c(NS(=O)(=O)c2ccc(C)cc2)c1	15.1	-3.7	-5.6	1.4	8.2	12.0	102.9	3.3	-2.3	-11.9	3.9
